Compound activity deposited in PubChem by Broad Institute.
RAD52 anneal inh = RAD52 DNA annealing inhibitors, primary screen, biochemical, FRET, single point, set 2; DNA repair protein RAD52 homolog (Homo sapiens), P43351; recombinant RAD52 DNA annealing, FRET fluorescence; inhibition, % at 18.7 µM; 360,000 tested, 0.46% active; AID 651710, 2012;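 active = every replicate showing at least 50% inhibition; inconclusive = mean inhibition at least 50% but not in every replicate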
Target sequence (P43351 whole entry, looked up): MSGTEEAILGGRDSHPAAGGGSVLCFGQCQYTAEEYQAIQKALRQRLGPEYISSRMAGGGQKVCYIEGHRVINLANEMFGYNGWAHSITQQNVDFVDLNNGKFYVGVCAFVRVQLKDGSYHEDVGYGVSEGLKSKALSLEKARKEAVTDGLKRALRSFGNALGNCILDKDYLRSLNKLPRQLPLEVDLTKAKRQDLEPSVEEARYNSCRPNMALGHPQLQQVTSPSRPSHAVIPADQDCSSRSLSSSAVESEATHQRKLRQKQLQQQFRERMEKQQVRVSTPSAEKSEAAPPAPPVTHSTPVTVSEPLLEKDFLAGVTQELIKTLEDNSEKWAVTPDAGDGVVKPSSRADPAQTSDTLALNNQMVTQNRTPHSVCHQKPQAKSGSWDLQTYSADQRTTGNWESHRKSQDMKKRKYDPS
Xi reactivation = activators of inactive X chromosome reactivation, primary screen, imaging, XiGFP fibroblasts, GFP high-content imaging, set 2 | XiGFP mouse fibroblasts, % GFP-positive cells imaging, 3 d; cells co-treated with 5-aza-dC sensitizer; scaled so ellipticine positive control = 100% | activation, % at 7.58 µM | 360,000 tested, 0.055% active | AID 743238, 2013;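 active = mean normalized replicate activation at least 10% and every replicate at or above 10%; inconclusive = only one of the two criteria met; inactive = mean below 10% and not all replicates reach 10%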;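 also: 0% = median of on-plate neutral control wells and 100% = ellipticine 6 µM median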
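System: SV40-immortalized XiGFP fibroblast cells, line 68-5-11 / Incubation: 3-day compound exposure, then 15 min fixation at room temperature / Compound: single concentration per compound, delivered by pin transfer / Buffer or medium: DMEM plus 5-aza-dC sensitizer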
ERp5 block = inhibitors of ERp5-driven insulin aggregation, primary screen, biochemical, turbidity, absorbance 650 nm, single point. Protein disulfide-isomerase A6 (Homo sapiens), Q15084. 90 min. inhibition, % at 9.99 µM. 350,000 tested, 0.05% active. AID 651711, 2012;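 active = mean replicate inhibition above about 25%, with every replicate also reaching it, limit read from the data, passing the limit was not always enough; inconclusive = only one of those two criteria met; inactive = neither criterion met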
Target sequence (Q15084 whole entry, looked up): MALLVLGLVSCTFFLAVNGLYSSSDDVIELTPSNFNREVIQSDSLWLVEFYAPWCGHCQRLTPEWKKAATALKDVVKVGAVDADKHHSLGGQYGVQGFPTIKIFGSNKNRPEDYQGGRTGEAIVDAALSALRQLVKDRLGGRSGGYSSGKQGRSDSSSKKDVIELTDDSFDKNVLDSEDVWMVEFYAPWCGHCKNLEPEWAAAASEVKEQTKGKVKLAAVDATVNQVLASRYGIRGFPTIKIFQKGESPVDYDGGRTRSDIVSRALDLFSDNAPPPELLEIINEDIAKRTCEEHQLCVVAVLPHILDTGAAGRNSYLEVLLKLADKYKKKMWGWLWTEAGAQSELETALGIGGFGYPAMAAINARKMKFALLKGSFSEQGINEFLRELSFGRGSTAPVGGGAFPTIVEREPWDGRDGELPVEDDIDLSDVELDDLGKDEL
E-selectin induc = E-selectin induction in HUVECs, primary screen, imaging, HUVEC, immunofluorescence imaging, single point. normalized: neutral wells 0, TNF-alpha wells 100. activation, % at 7.58 µM. 260,000 tested, 0.37% active. AID 686992, 2013;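 active = mean E-selectin-positive cell signal at least 10% of the positive control, reached in at least 60% of replicates, without over 20% cell loss; inconclusive = no rule given, readout overlaps actives, possibly toxicity-flagged; inactive = the rest, including those meeting only one limit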;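 also: in these data hits start at about 27%; measured in HUVEC primary endothelial cells; signal is the percent of cells scored E-selectin positive by PE staining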
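Read-out basis: % PE-positive cells; Test system: HUVEC primary endothelial cells; Technique: immunofluorescence imaging; Dosing: single-point compound dose.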
ERAP1 HTS inh = human ERAP1 aminopeptidase inhibitors, primary screen, biochemical, single point, plate reader; Endoplasmic reticulum aminopeptidase 1 (Homo sapiens), Q9NZ08; recombinant ERAP1, Leu-AMC fluorescence, 60 min; inhibition, % at 10.7 µM; 340,000 tested, 0.15% active;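 active = mean replicate inhibition of at least 30%, or all replicates individually reaching that 30% level; inactive = mean below 30% and not every replicate reaching it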;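 also: 0% = neutral control wells and 100% = L-leucinethiol positive control wells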
RAD54 inh = inhibitors of human RAD54 branch migration, primary screen, biochemical, fluorescence, single point. RAD54 Holliday junction branch migration, FAM/BHQ fluorescence. AID 602329, 2012. inhibition, % at 10.4 µM. 360,000 tested, 0.14% active. DNA repair and recombination protein RAD54-like (Homo sapiens), Q92698;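 active = mean normalized replicate activity at least 40 and at least half of replicates scoring 40 or more; inconclusive = only one of the two criteria met; inactive = mean below 40 and under half of replicates reaching 40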;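 also: 0% = median of neutral control wells and 100% = median of positive control wells; inhibitors cause a drop in the FAM fluorescence signal; in these data hits start at about 50%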
S100A4 MyoIIA = inhibitors of S100A4-myosin IIA peptide binding, primary screen, biochemical, fluorescence polarization, TAMRA-MyoIIA peptide | Protein S100-A4 (Homo sapiens), P26447 | inhibition, % at 10.7 µM | 360,000 tested, 0.14% active | AID 652163, 2013;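 active = mean inhibition of at least 70% across replicates, with every replicate also reaching that level; inconclusive = mean inhibition reaches 70% but some replicates fall short; inactive = mean inhibition below 70%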
Target sequence (P26447 whole entry, looked up): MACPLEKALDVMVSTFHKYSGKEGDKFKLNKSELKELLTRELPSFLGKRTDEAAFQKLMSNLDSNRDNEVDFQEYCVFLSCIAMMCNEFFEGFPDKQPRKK
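Test system: S100A4 monomer protein; Medium: HEPES pH 7.2 with CaCl2, KCl, NaCl, DTT, Triton; Probe or stimulus: TAMRA-labelled myosin IIA heavy-chain peptide probe, 5 nM; Doses: one dose per compound; Times: polarization read 5 min after assay mix addition, stable 5–60 min; Benchmarks: neutral control DMSO, positive control TFP.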
esBAF inh = Bmi1 luciferase reporter increase in mESCs, primary screen, esBAF inhibitor project, mouse ES cells, Bmi1 luciferase knock-in, single point | 24 h; 100% = twice the neutral-well signal | reporter increase, % at 12.5 µM | 350,000 tested, 2% active | AID 602393, 2012; in the data active = activation above about 40%; inconclusive = no clear call, values can overlap the other calls;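 also: 0% = median of the plate's neutral control wells and 100% = double that signal; a rise in the Bmi1 reporter signal indicates esBAF inhibition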
An asterisk follows results filed as active; ? = inconclusive; . = no result given. Not a hit list. About 2.5% of those tested had a hit in this group.

SMILES,RAD52 anneal inh,Xi reactivation,ERp5 block,E-selectin induc,ERAP1 HTS inh,RAD54 inh,S100A4 MyoIIA,esBAF inh
CCOc1ccc(C(=O)NCC(=O)NCC(c2ccco2)N2CCCCC2)cc1OCC (configuration not stated),-8,0.0,3,0.5,3,-6,-5,5
C[C@@H]1CN([C@@H](C)CO)C(=O)Cc2cc(NS(=O)(=O)c3ccc(Cl)cc3)ccc2O[C@H]1CN(C)C(=O)Nc1ccccc1,26,0.1,0,1.7,2,-1,-11,-1
COc1cc(C)ccc1OCCOCCOc1cccc2ccc(C)nc12,-5,-0.1,-14,-0.1,-5,1,-1,-10
O=C(C1CCN(C2CCN(Cc3ccc4c(c3)CCO4)CC2)CC1)N1CCCC1,-10,.,2,-0.3,.,.,-4,.
COc1ccc(C(C)(C)C)cc1NS(=O)(=O)c1cccc2cccnc12,3,-0.1,3,-0.2,1,4,1,7
CCC(=O)Nc1ccc2c(c1)C(=O)N(C)[C@@H]1CC[C@H](CC(=O)N[C@@H](C)c3ccccc3)O[C@H]1CO2,1,0.5,-2,0.2,1,-5,-6,-7
O=C(c1ccc(CS(=O)c2ccc(F)cc2)o1)N1CCN(C2CCCCC2)CC1 (configuration not stated),-2,0.1,2,.,2,9,-5,1
O=C1CN(C(=O)c2ccc3nc(Cc4cccc(Cl)c4)oc3c2)CCN1,2,0.2,-2,.,4,0,3,2
CNC[C@H]1OCCCC[C@H](C)Oc2ccc(NC(=O)NC3CCCCC3)cc2C(=O)N([C@H](C)CO)C[C@@H]1C,-110,-0.3,-3,-0.3,3,-3,-14,-5
CC(C)(C)c1cc[n+](/C(C(=S)Nc2ccccc2F)=C(/[O-])c2ccc3c(c2)OCCO3)cc1,12,-0.2,3,0.2,-1,.,13,.
COc1ccc(C2=Nn3c(C)nnc3SC2)cc1,-4,0.1,3,.,2,-1,-2,-10
CCCNC(=O)N1CC[C@@H]2[C@H]1c1cc(-c3ccc(OC)cc3)ccc1N(C)[C@H]2CO,0,0.4,-2,0.1,-1,13,12,-3
Cc1cc(Cl)ccc1Nc1ncccc1C(N)=O,-1,0.0,0,-0.8,5,.,-2,.
Cc1nc2nc(N)nn2c(C)c1C/C=C/c1ccccc1,-20,0.0,3,0.0,-1,.,-4,.
COc1cc(NC(=O)[C@@H]2CCCN2S(=O)(=O)c2cccc3cccnc23)cc(OC)c1OC,-12,0.0,-1,20,-1,12,-2,-1
O=[N+]([O-])c1ccc2[nH]c(O)c(N=NC3CCS(=O)(=O)C3)c2c1 (configuration not stated),-13,0.2,4,0.0,0,-9,-7,.
O=C(O)c1ccccc1OCc1ccccc1Cl,-16,-0.2,-2,-0.2,.,-2,-3,-1
O=C(/C=C/c1cccs1)Nc1nccs1,-3,0.1,3,-0.1,-2,.,-1,.
COC(=O)C[C@@H]1CC[C@H]2[C@H](COc3ccc(NC(=O)Nc4cccc(C#N)c4)cc3C(=O)N2C)O1,-15,0.0,7,0.7,2,5,-1,-3
Cc1ccc(N(C)C(=O)CCS(=O)(=O)c2ccc3c(c2)oc(=O)n3C)cc1,-15,0.1,-8,-0.3,-4,1,0,4

Whole records from above.
COc1cc(NC(=O)[C@@H]2CCCN2S(=O)(=O)c2cccc3cccnc23)cc(OC)c1OC is entered as RAD52 anneal inh = -12; Xi reactivation = 0.0; ERp5 block = -1; E-selectin induc = 20; ERAP1 HTS inh = -1; RAD54 inh = 12; S100A4 MyoIIA = -2; esBAF inh = -1
CCOc1ccc(C(=O)NCC(=O)NCC(c2ccco2)N2CCCCC2)cc1OCC (configuration not stated) is entered as RAD52 anneal inh = -8; Xi reactivation = 0.0; ERp5 block = 3; E-selectin induc = 0.5; ERAP1 HTS inh = 3; RAD54 inh = -6; S100A4 MyoIIA = -5; esBAF inh = 5

Other compounds follow.
SMILES,RAD52 anneal inh,Xi reactivation,ERp5 block,E-selectin induc,ERAP1 HTS inh,RAD54 inh,S100A4 MyoIIA,esBAF inh
C[C@@H]1CN([C@@H](C)CO)C(=O)c2cc(NC(=O)Nc3ccccc3)ccc2O[C@@H](C)CCCCO[C@H]1CN(C)C(=O)Cc1ccccc1,-4,0.0,2,.,-1,5,4,9
CC(=O)Nc1scc(C)c1-c1nc2ccccc2s1,-4,0.1,2,1.4,-3,.,-1,.
CS(=O)(=O)Nc1ccc2c(c1)[C@@H]1C[C@H](CC(=O)NCc3cc(F)ccc3F)O[C@@H](CO)[C@@H]1O2,2,0.0,1,-0.1,-1,1,-11,2
CCC(=O)c1cc2c(cc1NC(=O)c1cccs1)OCCO2,-5,.,1,.,2,-3,-1,3
COc1ccc(-n2c(CN3CCC(C(N)=O)CC3)nc3ccc([N+](=O)[O-])cc3c2=O)c(OC)c1,-1,0.0,2,0.5,-1,.,0,4
C[C@@H]1CN([C@@H](C)CO)C(=O)c2cc(NC(=O)c3ccccc3)ccc2O[C@@H](C)CCCCO[C@H]1CN(C)CC1CCCCC1,6,0.0,0,0.4,0,0,10,-3
C[C@H]1CN([C@@H](C)CO)C(=O)c2cc(Br)cnc2O[C@@H]1CN(C)C(=O)c1ccc(F)cc1,-6,0.3,-2,15,-1,2,1,3
OC[C@@H]1[C@H](c2ccc(-c3ccc(F)cc3)cc2)[C@@H](CNC2CCCC2)N1CCC(F)(F)F,-20,0.0,5,0.0,2,.,2,.
Cc1noc(C)c1S(=O)(=O)Nc1ccc2c(c1)C(=O)N([C@@H](C)CO)C[C@@H](C)[C@@H](CN(C)C(=O)NC1CCCCC1)O2,-4,0.0,3,0.0,5,-2,3,7
C[C@H](O)C#Cc1ccc2c(c1)O[C@@H](CN(C)C(=O)C1CC1)[C@H](C)CN([C@@H](C)CO)S2(=O)=O,15,0.0,2,-0.4,2,-7,2,1
CNc1ncnc2c1ncn2[C@H]1CN(CCOC)C[C@@H](CO)O1,-19,-0.1,-7,.,7,-6,3,-5
CC(=O)NCCCc1nc2ccccc2n1Cc1ccccc1F,-4,0.0,-5,.,-6,-6,1,0
COc1ccc(NC(=O)c2ccc(-n3cccn3)c([N+](=O)[O-])c2)cc1,-2,0.2,5,.,10,.,-2,.
CCOC(=O)C1=C[C@@H](C(C)(C)C)N(S(=O)(=O)c2ccc(C)cc2)[C@H]1c1ccccc1,-8,0.0,1,-0.2,-8,1,-5,1
COc1ccc2c([N+](=O)[O-])c(N3CCOCC3)[nH]c2c1,-5,0.0,-1,-0.2,15,9,1,3
COc1ccc2c3c([nH]c2c1)[C@@H](CO)N(Cc1cc(F)ccc1F)CC31CN(C)C1,11,0.3,-1,-0.6,0,.,39,.
CCOc1ccc(S(=O)(=O)NCc2cccnc2)cc1NC(=O)c1ccccc1,-5,0.6,-5,0.0,0,4,18,11
CCCc1cc(CNC(=O)C2CCC(=O)N(CCc3cccc(F)c3)C2)on1 (configuration not stated),-1,0.0,6,.,1,1,-1,-1
CN(CC(=O)Nc1ccc(F)cc1)C(=O)CNC(=O)C1CCCCC1,-4,0.0,-12,.,-2,-4,15,-4
Cc1nc(-c2ccc(F)cc2)c(CC(=O)N(C)CC(=O)Nc2ccccc2C(F)(F)F)s1,-10,0.0,-8,1.8,-1,1,-6,3
CCOC(=O)c1c(NC(=O)COC(=O)c2ccccn2)sc(C(=O)N(C)C)c1C,-11,0.0,3,.,2,13,-5,-2
COc1ccc(OC)c(S(=O)(=O)Nc2cccc3c(O)cccc23)c1,-11,0.0,3,0.3,-4,1,1,.
CN(Cc1cccs1)c1nc(-c2cccnc2)nc2ccccc12,-56,-0.1,2,3.0,0,-7,-6,-5
C[C@@H]1CN([C@H](C)CO)C(=O)c2cc(C3=CCCC3)cnc2O[C@H]1CN(C)C(=O)Nc1ccc(F)cc1,9,-0.1,3,0.3,-1,4,-15,10
CC(=O)c1ccc(OCC(=O)Nc2nnc(C3CC3)s2)cc1,-1,0.1,4,0.2,-1,-1,0,-4
COC(=O)C[C@@H]1CC[C@@H]2[C@H](COc3ccc(NC(=O)Nc4ccc(Cl)cc4)cc3C(=O)N2C)O1,.,0.3,.,0.1,.,-2,.,1
O=c1c2ccccc2nc(/C=C/c2cccnc2)n1CCc1ccccc1,7,0.0,-5,0.1,0,-2,18,.
O=C(O)C1CCN(C(=O)CSc2nc3ccccc3c(=O)n2Cc2ccccc2)CC1,7,0.0,-3,.,-2,-1,4,0
O=C(O)c1cccc(-c2csc(C(O)c3ccc(F)cc3)n2)c1 (configuration not stated),-2,0.0,0,-0.2,0,3,-3,?
COc1ccc(CC(=O)OCC(=O)NCCc2ccccc2)cc1OC,-14,0.2,9,.,4,-2,-5,-10
Cc1ccc(S(=O)(=O)Nc2cccc3c2O[C@@H](CN(C)Cc2ccccc2)[C@@H](C)CN([C@@H](C)CO)C3=O)cc1,-8,-0.4,0,0.3,0,-3,12,-8
C[C@H](CO)N1C[C@H](C)[C@@H](CN(C)C(=O)Nc2ccccc2F)Oc2cc(-c3cccc(C#N)c3)ccc2S1(=O)=O,-58,-0.4,-5,-0.2,5,7,-4,-7
